RXFP1 antag = RXFP1 (human) relaxin receptor antagonism | Q9HBX9 | HEK293-RXFP1, relaxin-stimulated cAMP HTRF, 30 min; active compounds read low | activity change, negative = inhibition, % at 57.5 µM | hit rate 0.59% among 350,000 | AID 1259400;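 active = activity change of -60% or lower, but not beyond a set lower limit; inconclusive = change between -60% and -40%, or beyond the set limit; inactive = change above -40%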; note: % is set by controls: 0 for no effect and ±100 for the full control effect
Target sequence (Q9HBX9 whole entry, looked up): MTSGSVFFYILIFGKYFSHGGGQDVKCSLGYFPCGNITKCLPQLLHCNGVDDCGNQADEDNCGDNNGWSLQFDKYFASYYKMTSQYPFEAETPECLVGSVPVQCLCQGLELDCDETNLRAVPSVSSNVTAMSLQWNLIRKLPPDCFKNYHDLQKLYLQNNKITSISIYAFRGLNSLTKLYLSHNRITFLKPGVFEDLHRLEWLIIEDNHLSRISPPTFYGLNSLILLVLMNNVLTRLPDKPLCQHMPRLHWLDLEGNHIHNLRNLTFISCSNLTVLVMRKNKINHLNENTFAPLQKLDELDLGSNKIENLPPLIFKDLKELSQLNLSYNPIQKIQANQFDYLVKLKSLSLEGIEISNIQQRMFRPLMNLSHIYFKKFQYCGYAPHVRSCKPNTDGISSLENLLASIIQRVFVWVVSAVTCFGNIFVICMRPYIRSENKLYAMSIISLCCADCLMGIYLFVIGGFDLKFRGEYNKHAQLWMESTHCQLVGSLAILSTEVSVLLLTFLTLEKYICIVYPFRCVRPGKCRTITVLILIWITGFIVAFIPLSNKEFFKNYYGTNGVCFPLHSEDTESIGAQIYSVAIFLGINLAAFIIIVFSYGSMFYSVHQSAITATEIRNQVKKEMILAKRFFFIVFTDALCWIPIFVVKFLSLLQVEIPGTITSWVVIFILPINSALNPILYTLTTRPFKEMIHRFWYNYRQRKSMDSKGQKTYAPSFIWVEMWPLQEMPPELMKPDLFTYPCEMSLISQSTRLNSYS
D1 ag = human D1 receptor agonism; HEK293 T-REx D1 cells, calcium flux, agonist mode; activation, % at 2 µM; hit rate 1% among 360,000; AID 504660; in the data active = activation above about 30%; note: 0% is about no effect
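Inducible HEK293 T-REx D1 cells, force-coupled to calcium signalling, were plated at 4000 cells/well with tetracycline and held overnight at 30 C. After no-wash calcium dye loading, compound-evoked calcium rise over 180 s flagged agonists.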
D2 potentiator = D2 dopamine receptor (human) potentiation. P14416. HEK293 T-REx D2, calcium flux, EC20 dopamine potentiation. potentiation, % at 10 µM. hit rate 0.34% among 340,000;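 active = potentiation over 3 SD above the plate norm, cut at about 30% in these data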; note: 0% is about no effect
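Cells plated with tetracycline inducer and held overnight at 30 C; calcium dye loaded 30–90 min at room temperature; baseline taken, compound added and read 180 s; EC20 dopamine then added and read 180 s.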
TRHR PAM = allosteric enhancers of human TRH receptor; P34981; TRHR cells, fluo-8 calcium fluorescence, EC20 TRH enhancement; enhancement, % at 2 µM; hit rate 0.66% among 360,000; in the data active = enhancement above about 30%; note: 0% is about no effect
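Enhancer read-out: after compound pinning and an initial kinetic agonist-mode read, an EC20 of TRH (10 nM final) was injected and fluo-8 calcium signal (Ex 480/Em 530) followed at 1 s/cycle for 100 cycles in TRHR-expressing cells.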
RXFP1 agonist = agonists of human relaxin receptor RXFP1; Q9HBX9; HEK293T-RXFP1 cAMP TR-FRET, 30 min; response scale: percent of porcine relaxin response, buffer zero; Potency, µM (series often up to 57.5 µM), for the others: at the highest dose activation, usual class: activators; hit rate 0.3% among 370,000; active = well fitted activation curve with a large enough effect; inconclusive = small, poorly fitted or top-dose-only effect; note: potency is the fitted concentration of half-maximal effect; % is set by controls: 0 for no effect and ±100 for the full control effect; nearly all actives have a fitted effect of over 60% in size; many of its hits are not listed in these tables
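HEK293T cells stably expressing RXFP1 were pretreated with the PDE4 inhibitor Ro 20174, exposed to compounds for 30 min at 37C, lysed, and cAMP was read by TR-FRET. Data normalized to buffer (basal) and 29 nM porcine relaxin (100%).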
D1 potentiator = potentiators of human D1 dopamine receptor; HEK293 TREx D1 cells, calcium flux, dopamine EC20 potentiation; potentiation, % at 10 µM; hit rate 0.036% among 360,000; AID 504651; in the data active = potentiation above about 30%; note: 0% is about no effect
D2 agonist = D2 dopamine receptor (human) agonism. HEK293 T-REx D2 cells, calcium flux agonist mode. activation, % at 2 µM. hit rate 0.53% among 340,000. AID 485358;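 active = activation over 3 SD above normal in the single-dose calcium agonist read, cut at about 30% in these data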; note: 0% is about no effect
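Agonism scored from kinetic calcium signal (1 read/sec, 180 s) following compound pin transfer, after a 10 s baseline. Cells: HEK293 Trex line expressing inducible D2 receptor coupled to calcium, dye-loaded after overnight culture at 30 C.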
D2 antag = antagonists of human D2 dopamine receptor; P14416; HEK293 TREx D2 cells, calcium flux, dopamine EC80; inhibition, % at 10 µM; hit rate 2% among 340,000; AID 485344; in the data active = inhibition above about 30%; note: 0% is about no effect
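Tetracycline-induced HEK293 T-REx cells expressing D2 force-coupled to calcium signalling were dye-loaded, exposed to compound for 180 s, then challenged with an EC80 of dopamine; calcium flux was followed kinetically for a further 180 s.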
D1 antagonist = antagonists of human D1 dopamine receptor | activity change, negative = inhibition, % at 10 µM | P21728 | hit rate 3.2% among 360,000 | HEK293 TREx D1 cells, calcium flux, dopamine EC80; active compounds read low | AID 504652; in the data active = activity change below about -30%; note: % is set by controls: 0 for no effect and ±100 for the full control effect
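Inducible Hek293 Trex D1 cells (tetracycline, overnight, 30 C). Calcium dye 30–90 min RT. Antagonist mode: EC80 dopamine added after 180 s compound read.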
The depositor's hits bear a star; ? = inconclusive; / = not tested or not shown; & = joins results of further samples. This is a subset; rates above refer to the full screens.

SMILES	RXFP1 antag	D1 ag	D2 potentiator	TRHR PAM	RXFP1 agonist	D1 potentiator	D2 agonist	D2 antag	D1 antagonist
Cc1c(Cl)cccc1N(Cc1ccc(C(=O)O)cc1)S(=O)(=O)c1ccccc1	12	2	9	1	-0.1%	-7	1.5	-8	/
CCCCOCC(O)CCc1n[nH]c(=S)n1-c1ccccc1 (stereo not given)	-7	2	-1	9	-0.2%	1	-0.3	25	7
CCc1nc2nc(C)c(NS(=O)(=O)c3ccc(F)cc3)c(=O)n2[nH]1	4	0	30	5	-0.2%	3	-2.1	2	-4
O=C(CSc1nnc(-c2ccccn2)n1-c1ccc(Cl)cc1)Nc1ccc2c(c1)OCO2	-5	1	-2	-2	9.4%	5	0.5	-16	-5
COc1cccc2[nH]c3c(=O)n(CCCN4CCOCC4)cnc3c12	-3	0	-10	0	-0.5%	-5	1.2	-4	5
COc1ccc(CCN(C)C(=O)C2CCN(Cc3cccc(OC)c3OC)CC2)cc1OC	-21	0	6	-3	0.8%	1	-1.4	7	-13
C=CCN1C(=O)C(CC(=O)Nc2ccccc2)N(Cc2ccccn2)C1=S (stereo not given)	-8	3	/	-2	0.4%	1	-0.7	-7	11
Cc1cc(NC(=O)COc2ccccc2)n(-c2ccccc2)n1	2	5	-4	21	4.6%	-2	0.5	-3	11
COc1ccc(OC)c(S(=O)(=O)N2CCN(c3ncccn3)CC2)c1	10	2	-3	-8	0.5%	1	0.4	4	-8
Nc1c(C2=NCCO2)nnn1Cc1ccccc1	6	1	5	6	0.6%	10	-0.3	-14	3
COCCOC(=O)C1=C(C)NC(=O)NC1c1cccs1 (stereo not given)	-5	-1	24	10	4.3%	5	0.8	-4	7
O=C(c1n[nH]c2ccccc12)N1CCN(S(=O)(=O)c2ccc3ccccc3c2)CC1	-8	2	-13	-3	0.1%	-19	0.5	14	5

The list goes on, starting with the last six of the part before.
SMILES	RXFP1 antag	D1 ag	D2 potentiator	TRHR PAM	RXFP1 agonist	D1 potentiator	D2 agonist	D2 antag	D1 antagonist
C=CCN1C(=O)C(CC(=O)Nc2ccccc2)N(Cc2ccccn2)C1=S (stereo not given)	-8	3	/	-2	0.4%	1	-0.7	-7	11
Cc1cc(NC(=O)COc2ccccc2)n(-c2ccccc2)n1	2	5	-4	21	4.6%	-2	0.5	-3	11
COc1ccc(OC)c(S(=O)(=O)N2CCN(c3ncccn3)CC2)c1	10	2	-3	-8	0.5%	1	0.4	4	-8
Nc1c(C2=NCCO2)nnn1Cc1ccccc1	6	1	5	6	0.6%	10	-0.3	-14	3
COCCOC(=O)C1=C(C)NC(=O)NC1c1cccs1 (stereo not given)	-5	-1	24	10	4.3%	5	0.8	-4	7
O=C(c1n[nH]c2ccccc12)N1CCN(S(=O)(=O)c2ccc3ccccc3c2)CC1	-8	2	-13	-3	0.1%	-19	0.5	14	5
O=C(c1cc(-c2ccc(Cl)c(Cl)c2)on1)N1CCCCCC1	-21	1	-6	25	0.0%	6	0.3	-4	8
CC(OC(=O)C1CSC2(C)CCC(=O)N12)C(=O)Nc1ccc(F)cc1 (stereo not given)	0	7	-18	3	-0.5%	/	0.6	-34	7
Cc1ccc(OCCn2c(-c3ccc(Cl)cc3)nc3ccccc3c2=O)c(C)c1	-9	1	-12	4	0.5%	0	0.2	/	6
CCN(CC)c1ccc(C(=O)NCc2ccc3c(c2)CCN3C(=O)c2cccc(C)c2)cc1	-18	5	3	2	1.3%	-2	1.1	/	10
Nc1nc(N)c(N=Nc2ccc(S(N)(=O)=O)cc2)c(=O)[nH]1	-1	3	9	13	-2.1%	4	0.4	-19	9
CCN(CC(=O)NCc1ccc(Cl)cc1)CC(=O)NC1(C#N)CCCC1	15	1	2	-1	-0.9%	-3	/	/	12
OCCCNc1nc(-c2ccccc2)nc2c1oc1ccccc12	3	1	-3	3	-0.2%	-2	0.5	-2	-17
CCCn1nc(C(=O)N2CCCc3ccccc32)c2ccccc2c1=O	4	0	-14	-3	-0.4%	-7	-0.8	-28	-9
O=C(Nc1ccccc1N1CCCC1)c1ccc2ccccc2c1	-2	0	-6	0	-2.8%	0	0.6	2	5
CC(C)(C)N(NS(=O)(=O)c1ccc(F)cc1)c1ccccc1	-11	0	-6	-4	-1.7%	2	0.2	7	4
O=c1[nH]c2ccc(S(=O)(=O)NCCO)cc2[nH]1	-12	1	-2	-1	-1.1%	-3	0.9	9	-5
CCOC(=O)c1cn2nc(Oc3ccc(C#N)cc3)ccc2n1	-26	2	14	10	7.5%	-11	0.6	-13	2
COc1ccc(CNC(=O)C2CCC(=O)N2C(C)C)c(OC)c1 (stereo not given)	-8	2	9	-2	1.7%	-12	0.4	-3	-16
CCc1cc2c3c(c(=O)oc2cc1O)CCCC3	5	5	19	20	9.8%	4	0.2	-15	-13
Cc1csc(Nc2ccc(Cl)cc2)n1	-17	6	1	3	-0.1%	-2	/	/	0
Cc1ccc(NC(=S)N/N=C/c2ccc(OCCC(C)C)cc2)c(C)c1	6	3	3	-3	1.9%	-2	0.6	0	-4
CC(=O)c1ccc(NC(=O)CSc2nnc(-c3ccncc3)o2)cc1	2	0	-5	2	-0.2%	-4	1.1	16	1
COc1ccc(CCNC(=O)c2cc(S(=O)(=O)N3CCCCCC3)ccc2OC)cc1OC	-19	0	-3	-3	-0.3%	-6	-2.2	-6	9
CCOC(=O)c1ccc(NC(=O)NCc2ccncc2)cc1	-3	3	2	5	0.5%	-4	0.2	8	-14
COc1ccccc1NC(=O)CN1CCN(CC(=O)Nc2cc(NC(C)=O)ccc2OC)CC1	-1	0	-15	7	2.1%	-2	0.1	7	4
Cc1ccnc(NC(=O)CCC(=O)N(CC(=O)NC(C)(C)C)Cc2ccc3c(c2)OCO3)c1	9	-3	16	-5	0.5%	2	0.8	-3	5
O=C(O)CCCCCNc1ccc2nsnc2c1[N+](=O)[O-]	1	5	7	3	15%	4	-1.0	5	7
CC1CN(Cc2ccc(Cl)cc2Cl)CC(C)O1 (stereo not given)	-10	1	-12	-4	2.3%	-5	-0.7	-1	0
O=C(Nc1nc2ccccc2s1)C1CCCN1S(=O)(=O)c1ccc(Cl)cc1 (stereo not given)	-12	5	-2	6	0.2%	-2	0.4	-5	-10
CCOc1ccccc1C(=O)Nc1cccc(-c2nc3ccccc3s2)c1	/	6	-13	-3	2.3%	0	1.7	/	2
COc1cc(NC(=O)CN(c2ccc(C)cc2)S(=O)(=O)c2c(C)n[nH]c2C)cc(OC)c1	8	5	-10	2	0.3%	-4	-0.6	-13	-3
CCS(=O)(=O)c1cccc(C(=O)Nc2ccc(-c3nc4ccccc4s3)c(O)c2)c1	-2	6	/	6	?	-2	0.3	/	9
CS(=O)(=O)N(CC(=O)N1CCN(c2ccc(F)cc2)CC1)c1cccc(Cl)c1	-3	8	18	11	0.4%	-6	0.8	-5	-26
COc1ccc(OCCC(=O)c2ccc(OC)cc2)cc1	-12	3	18	5	0.7%	0	-0.2	-2	5
CN(C)S(=O)(=O)c1ccc(C(=O)Nc2ccc(CN3CCCC3)cc2)cc1	-15	9	-5	4	0.6%	2	-0.6	11	-8
O=C(N/N=C/c1cc(Br)ccc1O)c1cccc(N2CCCC2=O)c1	?	9	9	-3	1.7%	-4	1.2	9	-23
CCC(=O)N1c2ccc(S(=O)(=O)CCC(=O)Nc3ccc(OC)cc3OC)cc2CC1C (stereo not given)	6	0&1	3&-6	10&6	4.7%&1.6%	13&-1	-0.1&0.0	-5	8&-1
Cc1nn(C)cc1/C=N\NC(=O)Cc1ccc([N+](=O)[O-])cc1	1	5	6	-1	3.1%	0	0.0	9	-9
Cc1ccc(CCNC(=O)c2ccc(CS(=O)(=O)Cc3ccc(F)cc3)o2)cc1	-16	2	7	-10	1.1%	7	-0.1	13	15
O=C(Nc1ccccc1F)Nc1ccccc1F	-1	1	-5	-1	0.2%	-6	0.4	3	11
COc1cc(/C=N/NC(=O)c2cccc([N+](=O)[O-])c2)ccc1O	1	1	-3	-1	1.5%	1	0.0	3	12
Cc1snc(SCc2cccc(Cl)c2)c1C#N	4	6	0	1	2.6%	3	0.7	-13	-9
COc1ccc(C(=O)NCc2ccco2)cc1S(=O)(=O)N1CCOCC1	-9	2	-7	9	2.2%	-4	0.4	10	5
COC(=O)[C@H]1Cc2cnoc2C[C@]1(C)C(=O)O	/	1	-3	-1	1.6%	-2	1.1	-4	-9
CNc1nc(OCCNC(=O)Nc2ccccc2)nc(N2CCOCC2)n1	-12	2	21	5	2.6%	-2	1.5	1	-18
Cc1ncc(CO)c(/C=N/NC(=O)c2cc(O)c(O)c(O)c2)c1O	/	2	4	0	2.0%	-7	-1.6	9	-2
COC(=O)c1ccccc1CSc1nsc(/C=C/N(C)C)c1C#N	-17	1	1	5	2.8%	-5	-0.8	-5	17
CN(Cc1ccc(Cl)cc1)C(=O)c1ccccc1SCC(=O)N1CCCC1	-11	3	-1	-1	-0.1%	4	/	/	-26
S=c1[nH]nc(-c2ccco2)n1/N=C/C=C/c1ccccc1	-4	1	13	0	1.3%	-5	-0.8	-2	-12
Cc1ccc(CC(=O)NCCC(=O)O)cc1	-3	2	11	4	1.2%	-3	0.6	-3	8
COc1cccc(C(=O)COc2ccc(NC(=O)c3cccs3)cc2)c1	-11	4	2	9	-0.4%	0	0.8	7	-10
Cc1nnc(N2CCC(C(=O)NCc3ccc(N(C)C)cc3)CC2)c2nn(-c3ccccc3)c(C)c12	-10	3	-6	4	9.4%	-4	0.0	/	-3
CC(C)(C)c1ccc(S(=O)(=O)NCC(=O)Nc2ccc(-c3nc4ccccc4s3)cc2)cc1	-3	3	0	5	7.4%	0	-0.1	-16	6
CCOC(=O)/C(=C/C=C1\Sc2cc(C)c(C)cc2N1CC)C(C)=O	-11	349*	31*	21	1.6%	9	84*	29	-12
COCCN(C(C)=O)c1nnc(-c2ccccn2)s1	7	1	7	-4	0.6%	0	-0.7	7	27
Cc1cc(C(F)F)n2ncc(C(=O)NCc3ccccc3F)c2n1	-7	2	12	-5	3.1%	-4	-0.4	6	-32*
COc1cccc(C(=O)Nc2ccc3nc(SCCOc4ccccc4)sc3c2)c1	/	13	-17	3	-0.8%	-2	3.2	/	-6
N#C/C(=C\N1CCOCC1)S(=O)(=O)c1ccc(Cl)cc1	-7	1	4	13	2.6%	-12	0.5	-10	-42*
CCc1ccc(-c2cn3c(n2)sc2cc(C(=O)NCCC4=CCCCC4)ccc23)cc1	21	-1	4	2	21%	-1	0.7	/	18
Cc1cc(Oc2cc(NN3CCCCC3)c([N+](=O)[O-])cc2[N+](=O)[O-])c(C(=O)c2ccccc2)cc1Cl	/	2	-7	-4	2.0%	-4	0.4	-18	1

Compound activity deposited in PubChem by National Center for Advancing Translational Sciences (NCATS).
